MLLE-PAM2 inh: inhibitors of microRNA-mediated deadenylation, human PABP1 MLLE binding; P11940; GST-MLLE / FITC-PAM2 fluorescence polarization; inhibition, % at 20 µM; 360,000 tested, 0.36% active; in the data active means inhibition above about 35%, passing the limit was not always enough;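 further: plate controls were DMSO wells with GST-MLLE for no effect and wells lacking GST-MLLE protein for full effect; some results filed as inactive read as strong as hits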
SKN-1 inh: C. elegans SKN-1 inhibition | C. elegans VP596 Pgst-4::GFP/RFP ratio, acrylamide-induced, 24 h | inhibition, % at 21.8 µM | 360,000 tested, 0.49% active | AID 624304;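 active means interference check ratio from 0.5 to 1.5 plus GFP to RFP signal ratio inhibition reaching or exceeding a fixed threshold, cut at about 30% in these data, passing the limit was not always enough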; further: some compounds called inactive have numbers as strong as hits
MsrA act: bovine methionine sulfoxide reductase A activation; purified bovine MsrA, absorbance read-out; activation, % at 10.6 µM; 360,000 tested, 0.3% active; AID 602163; in the data active means activation above about 7.5%;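 further: 0% = vehicle and 100% = reference activator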
TbMetRS inhib: Trypanosoma brucei MetRS inhibition | purified T. brucei MetRS, ATP depletion, Kinase-Glo luminescence | inhibition, % at 11.9 µM | 360,000 tested, 0.4% active | AID 624268;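 active means inhibition above a per-plate cutoff of the control wells' mean inhibition plus 3 SD, cut at about 5.5% in these data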;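 further: 0% = DMSO wells median and 100% = median of wells with control inhibitor compound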
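System: purified T. brucei MetRS enzyme / Detection: Kinase-Glo luciferase luminescence reporting remaining unconsumed ATP / Medium: HEPES buffer with MgCl2, KCl, DTT, spermine, BSA, pyrophosphatase / Replication: singlicate, one well per compound / Evaluation: percent inhibition relative to median high and low control wells / Schedule: 2 h aminoacylation at 25 °C after 15 min preincubation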
CendR NRP1 mod: modulators of CendR peptide binding to human neuropilin-1 | O14786 | FAM-RPARPAR peptide binding to NRP-1, fluorescence polarization | inhibition, % at 25 µM | 360,000 tested, 0.85% active;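 active means inhibition or corrected inhibition above about 18%, plus a signal ratio from 0.5 to 1.5, limit read from the data, passing the limit was not always enough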; further: strong numbers were not always called active
MT1-MMP act inh: inhibitors of human MT1-MMP activation; 360,000 tested, 0.061% active; HT1080 RFP-PRO-GFP cells, GFP/RFP ratio fluorescence, overnight; percent of plate control window, DMSO zero; P50281; GFP/RFP ratio change, % at 20 µM; AID 651647;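 active means GFP/RFP ratio change of at least 30% with cell ATP level not reduced by more than half and red fluorescence within 50% of control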; further: strong numbers were not always called active
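Assay system: HT1080 cells carrying an RFP-PRO-GFP reporter | Dosing: Single dose of 20 µM compound, 1% DMSO final | Incubation: Cells overnight before dosing, compound overnight, 37 °C, 5% CO2 | Evaluation: GFP/RFP fluorescence ratio | Control set: DMSO and RFP-L50D-GFP cell wells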
MsrA inh: bovine MsrA inhibition; 360,000 tested, 0.75% active; AID 651718; purified bovine MsrA, absorbance read-out; inhibition, % at 15.5 µM; in the data active means inhibition above about 4.5%;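 further: 0% = vehicle wells with enzyme and 100% = reference inhibitor wells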
E coli Lon inh: inhibits E. coli Lon protease. P0A9M0. purified E. coli Lon protease, fluorescence polarization. inhibition, % at 7.94 µM. 360,000 tested, 0.42% active; in the data active means inhibition above about 13%, passing the limit was not always enough;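 further: 0% = enzyme with probe and DMSO and 100% = no enzyme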
Target sequence (P0A9M0 whole entry, looked up): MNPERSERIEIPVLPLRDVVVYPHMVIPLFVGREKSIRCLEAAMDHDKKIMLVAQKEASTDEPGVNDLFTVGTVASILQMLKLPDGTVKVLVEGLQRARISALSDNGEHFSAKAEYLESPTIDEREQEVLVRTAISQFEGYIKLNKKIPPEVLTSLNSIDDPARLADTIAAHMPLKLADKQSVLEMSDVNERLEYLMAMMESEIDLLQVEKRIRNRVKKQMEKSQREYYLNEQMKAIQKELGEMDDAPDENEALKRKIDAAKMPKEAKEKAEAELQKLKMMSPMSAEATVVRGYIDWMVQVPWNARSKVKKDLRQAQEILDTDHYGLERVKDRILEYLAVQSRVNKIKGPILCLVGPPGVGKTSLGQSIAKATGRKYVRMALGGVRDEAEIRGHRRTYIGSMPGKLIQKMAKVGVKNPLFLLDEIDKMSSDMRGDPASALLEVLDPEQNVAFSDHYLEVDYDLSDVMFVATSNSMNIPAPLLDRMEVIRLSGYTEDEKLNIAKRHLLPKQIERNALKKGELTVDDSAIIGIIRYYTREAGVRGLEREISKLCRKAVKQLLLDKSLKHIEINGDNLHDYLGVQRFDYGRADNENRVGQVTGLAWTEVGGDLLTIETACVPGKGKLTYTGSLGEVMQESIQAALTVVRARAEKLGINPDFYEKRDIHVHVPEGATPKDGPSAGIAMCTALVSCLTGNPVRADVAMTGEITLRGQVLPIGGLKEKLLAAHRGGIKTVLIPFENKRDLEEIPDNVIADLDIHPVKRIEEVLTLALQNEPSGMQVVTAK
FAS-TE inh: inhibitors of human fatty acid synthase thioesterase domain. inhibition, % at 15 µM. P49327. 360,000 tested, 0.67% active. recombinant FAS-TE, OMFH fluorogenic substrate, fluorescence endpoint. AID 602261;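 active means compounds whose normalised, plate-corrected inhibition of enzyme fluorescence in the single-dose primary screen is 50% or more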;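 further: 0% = DMSO with enzyme and 100% = substrate without enzyme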
* marks the source's active call; other numbers are inactive results; / = no result given.

SMILES	MLLE-PAM2 inh	SKN-1 inh	MsrA act	TbMetRS inhib	CendR NRP1 mod	MT1-MMP act inh	MsrA inh	E coli Lon inh	FAS-TE inh
O=C(Cc1cccs1)N(CC1CCCO1)C1(C(=O)NC2CCCC2)CCCCC1 (centres undefined)	2	-4	-8	-0.8	10	-1	-0.7	-6	2
CCOC(=O)CSc1nc(CC)nc2ccccc12	18	11	-1	-0.6	-6	0	0.6	-1	-5
CC(C)NCC(O)COc1ccc(CCOCC2CC2)cc1 (centres undefined)	0	4	-2	-0.4	-14	3	-1.2	2	1
Clc1ccc(Cl)c(-c2nc(-c3ccncc3)no2)c1	-2	16	-2	-0.5	-8	0	-0.5	0	-3
CCN1CCN(c2nc3c(C)cccn3c(=O)c2/C=C(\C#N)C(=O)NCCCOC)CC1	6	-6	-5	-0.8	-8	-1	2.2	2	-6
CN(C)C(=S)Oc1ccccc1C1(C)OCCO1	-6	-13	-2	0.2	2	1	-1.0	-19	-7
C=CCNC(=O)CSCc1ccc(Br)cc1	-2	-13	-3	-0.6	4	-2	0.8	-2	-8
CC(=O)NCCNC(=O)c1ccc(CSc2nc3ccccc3s2)cc1	9	2	-2	-0.5	-4	4	1.1	-5	-4
COc1ccc(/C=C/c2nnc(NC(=O)COc3cccc(C)c3)s2)cc1	4	-2	-7	0.2	3	3	1.2	-6	1
CC(=O)Nc1cccc(NC(=O)C2CC3CCC2C3)c1 (centres undefined)	15	-8	-2	-0.3	0	9	0.0	-11	-6
CCCc1cc2c(=O)c(-c3ccc4c(c3)OCCO4)coc2cc1OS(C)(=O)=O	-7	5	-1	-0.3	-3	2	0.5	-5	22
CN1CCN(NC(=O)COc2cccc(C(F)(F)F)c2)CC1	4	-3	-9	-0.6	-2	3	-0.1	3	-9
CC1(c2ccc(O)cc2)NC(=O)N(c2ccccc2)N1 (centres undefined)	-6	-8	-3	0.3	5	3	0.9	1	-7
Cc1ccc(OCC(=O)Nc2ccc3c(c2)nc(CCN2CCC(C)CC2)n3C)cc1	-1	0	-4	-0.4	7	2	-0.5	-3	-5
O=C(CSc1nnc2ccccn12)Nc1ncc(Cl)cc1Cl	12	19	-3	0.6	-1	3	0.2	0	-4
CC1CCN(C(=O)C2CCN(C(=O)c3ccc(C(C)(C)C)cc3)CC2)CC1	-10	11	-4	-0.7	15	5	0.4	3	0
Nc1nc(SCC(=O)Nc2ccccc2C(F)(F)F)[nH]c(=O)c1-c1ccccc1	3	5	-2	0.7	6	2	-0.1	2	-1
CC1CCCN(C(=O)CCCC(=O)N2CCCC(C)C2)C1 (centres undefined)	-7	-3	-2	1.1	16	-1	-1.4	2	-6
CSCCC(NC(=O)c1ccc([N+](=O)[O-])cc1Cl)C(=O)OCC(=O)N1CCN(C(C)=O)CC1 (centres undefined)	9	13	-1	-0.2	0	1	-1.1	-4	17
O=S(=O)(Nc1ccncc1)c1ccc(Cl)c(Cl)c1	1	4	-10	-0.8	1	2	-0.1	6	-18
O=C(CN1C(=O)C(=O)N(C2CCCC2)C1=O)Nc1ccc(OC(F)F)cc1	-3	2	-2	-0.2	7	-2	-0.2	-16	-8
O=C(CN1C(=O)C2C3C=CC(C3)C2C1=O)OCC(=O)c1ccccc1 (centres undefined)	-7	-10	-5	-1.0	12	4	-1.5	-8	-13
COc1cccc(/C=N/NC(=O)c2ccc(COc3ccc(Cl)cc3Cl)o2)c1	-3	8	-1	0.9	-3	0	1.0	1	17
O=C(NCC1CC1)c1csc([C@@H]2O[C@H](CO)[C@H](O)[C@H](O)[C@H]2O)n1	3	3	-1	0.3	-6	-1	-0.7	8	-8
CC(C)CNC(=O)c1cc(-c2ccc(Br)cc2)on1	-5	6	-2	-0.4	0	10	/	-8	-4
COc1ccccc1OCCC(=O)Nc1cccc(S(=O)(=O)N2CCCCC2)c1	-7	1	-4	0.2	0	-6	0.9	6	4
COc1ccc(CCN(C)CC(O)COC(c2ccc(F)cc2)c2ccc(F)cc2)cc1OC (centres undefined)	12	21	-1	-0.7	3	-1	0.1	-1	0
CCC/C=C1/CCCOC(C(=O)NCc2cc(C)n(C)n2)(C(F)(F)F)C1 (centres undefined)	-11	-14	-13	-0.4	11	-3	-1.0	1	-9
O=C(Nc1nnc([C@H]2C[C@H](O)[C@@H](CO)O2)s1)c1ccc(Oc2ccccc2)cc1	10	8	3	-0.2	-26	3	0.5	0	-6
O=C(Cc1ccccc1)Nc1nnc(-c2ccco2)s1	-6	-11	-7	-1.3	-63	6	1.9	-2	0
O=C(CCN1CCCCC1)NNC(=O)C12CC3CC(CC(C3)C1)C2	17	3	-2	-0.7	-3	-1	-0.2	6	-5
COC(=O)[C@H]1C[C@H](OC(=O)NCc2ccccc2F)[C@@]2(O)CN(S(=O)(=O)c3ccc(C)cc3)CC2[C@H]1C(=O)OC (some centres undefined)	2	4	-4	0.1	-19	1	-0.1	-1	-2
COc1ccc(C2CCCCCN2Cc2nc3ccccc3c(=O)n2CC(N)=O)cc1 (centres undefined)	-13	11	-2	-0.1	-11	-1	0.4	-18	2
CCOC(=O)Cc1csc(NC(=O)CSc2nc(C)cc(C)n2)n1	8	1	-7	0.6	-8	1	0.2	0	-8
CC(=O)COc1coc(CN2CCN(c3ccc(F)cc3)CC2)cc1=O	-3	-14	-7	-0.5	7	1	0.3	-2	-7
O=C(Nc1ccccc1Cl)N1CCn2c(nc3ccccc32)C1	11	19	-3	-0.2	10	4	0.6	-6	-6
Cc1ccc(NC(=S)NNC(=O)c2cccc([N+](=O)[O-])c2)cc1Cl	19	13	0	0.5	2	0	0.6	-1	38
CN(Cc1ccccc1)C(=O)c1ccc(NC(=O)Cc2cccc(NC(=O)C3CCCN(C(=O)C4CCC4)C3)c2)cc1 (centres undefined)	8	23	-6	-0.1	3	6	0.0	4	-4
Cc1cc(C)c(C)c(OCCCCN2CCCCC2)c1	-13	4	-2	1.1	7	1	-0.5	-4	-2
Cc1ccc(C)c(S(=O)(=O)N2CCCOC2CNC(=O)C(=O)NCCC2=CCCCC2)c1 (centres undefined)	15	-3	-4	-0.7	-4	-4	0.0	-3	12
CCCCc1c(O)c2cccc3c2n(c1=O)CCC3	10	-3	-2	0.3	4	2	-0.6	-10	-3
CCn1cc(/C=N\NC(=O)c2ccc3c(c2)c(C)c(C)n3Cc2ccccc2)c(C)n1	-7	-5	-6	-0.9	-7	1	2.1	-4	8
O=C(CSC(=S)N1CCCCC1)c1c(F)cccc1F	-4	-2	-4	0.1	-8	3	-0.3	8	8
COc1ccc(C2C(C#N)=C(N)Oc3cc(C)[nH]c(=O)c32)c(OC)c1OC (centres undefined)	3	-5	-2	1.1	0	-1	0.6	-4	0
O=C(O)CC12C[C@H]3C[C@@H](C1)CC(n1ncc(N4CCN(c5ccccc5)CC4)c(Cl)c1=O)(C3)C2	12	-3	-4	-0.4	-4	3	2.9	1	-21
C[C@H]1CN([C@@H](C)CO)C(=O)Cc2cc(NC(=O)C3CC3)ccc2O[C@H]1CN(C)Cc1ccc(Oc2ccccc2)cc1	3	4	0	0.2	15	3	-0.6	4	6
Cc1ccc(C(=O)NC2CCN(C(=O)Nc3ccccc3)CC2)cc1	0	-2	-6	0.1	-5	-1	0.5	5	-5
CCOc1ccc(C(=O)c2ccncc2)cc1	-6	-13	-12	-1.1	6	7	-0.3	-12	-8
Cn1c(SCc2ccc([N+](=O)[O-])cc2)nc2c(c1=O)SCC2	18	7	-3	-0.5	-12	-3	-0.4	5	36
O=C(c1c[nH]c(C(=O)C(Cl)(Cl)Cl)c1)c1ccccc1F	10	-6	-4	-1.3	-7	1	1.4	-13	0
COC(=O)c1ccc(NC(=O)CSc2nnc(-c3ccccc3Br)n2-c2ccccc2)cc1	-11	10	-1	0.2	16	2	-1.1	9	-1
Cc1ccc(NC(=O)COc2ncnc3c(Cl)cc(Cl)cc23)cc1[N+](=O)[O-]	-12	-2	-3	0.2	25*	2	-0.3	3	-4
COc1ccc(C(=O)/C=C/c2ccc(N3CCCCC3)c([N+](=O)[O-])c2)c(OC)c1	3	13	-4	0.0	-14	-2	1.9	4	22
CN(C)CCCn1c(NCc2ccc3c(c2)OCO3)nc2ccccc21	5	4	0	-0.8	-6	1	0.9	4	-6
CC(C)NC(=O)C(=O)NCC(c1ccc2c(c1)OCO2)N1CCOCC1 (centres undefined)	-8	6	0	-0.1	7	4	0.4	13	-6
CCCOc1ccc(NC(=O)c2cc3cc(C)ccc3[nH]2)cc1	-5	14	4	-0.6	-18	0	0.6	-1	0
COc1ccc(C2=NOC(C)(c3nnc(-c4ccccc4)o3)C2)cc1 (centres undefined)	-3	9	0	-0.1	20	4	-0.2	-12	12
C=CCN1C(=O)C2(/C(=C(\O)c3ccc4c(c3)OCCO4)C(=O)C(=O)N2CCCOC)c2ccccc21 (centres undefined)	-7	-4	-7	-0.8	2	7	/	-1	-4
CN(C)c1ccc(CNc2nc3cc(-c4ccc(F)cc4)sc3c(=O)n2C)cc1	-5	-1	-4	0.1	8	5	-0.7	-2	9
C[C@H]1CN([C@@H](C)CO)C(=O)CCCn2cc(nn2)CO[C@@H]1CN(C)C(=O)Nc1ccccc1F	0	10	0	0.7	-9	-1	0.2	10	-7

One compound at a time (already shown). Screens in order: MLLE-PAM2 inh | SKN-1 inh | MsrA act | TbMetRS inhib | CendR NRP1 mod | MT1-MMP act inh | MsrA inh | E coli Lon inh | FAS-TE inh
Results for O=C(O)CC12C[C@H]3C[C@@H](C1)CC(n1ncc(N4CCN(c5ccccc5)CC4)c(Cl)c1=O)(C3)C2 = 12 | -3 | -4 | -0.4 | -4 | 3 | 2.9 | 1 | -21
Results for Cc1ccc(NC(=O)COc2ncnc3c(Cl)cc(Cl)cc23)cc1[N+](=O)[O-] = -12 | -2 | -3 | 0.2 | 25* | 2 | -0.3 | 3 | -4
Results for COc1ccc(C2C(C#N)=C(N)Oc3cc(C)[nH]c(=O)c32)c(OC)c1OC (centres undefined) = 3 | -5 | -2 | 1.1 | 0 | -1 | 0.6 | -4 | 0
Results for COc1ccc(C(=O)/C=C/c2ccc(N3CCCCC3)c([N+](=O)[O-])c2)c(OC)c1 = 3 | 13 | -4 | 0.0 | -14 | -2 | 1.9 | 4 | 22

Other results.
SMILES	MLLE-PAM2 inh	SKN-1 inh	MsrA act	TbMetRS inhib	CendR NRP1 mod	MT1-MMP act inh	MsrA inh	E coli Lon inh	FAS-TE inh
CCN(CC)C(=O)c1cc([N+](=O)[O-])cc2c1-c1ccc([N+](=O)[O-])cc1C2=C(C#N)C#N	5	-49	2	-0.3	7	-3	1.4	3	29
CC(=O)Nc1ccc2c(c1)C(=Nc1ccccc1)c1ccccc1-2	-2	14	-4	-0.4	7	2	0.1	-2	10
Cc1ccc(S(=O)(=O)N2CCOCC2)cc1NC(=O)COC(=O)c1cccc(Cl)c1Cl	-8	4	0	-0.1	5	0	-0.3	-8	18
O=C(CSc1n[nH]c(=O)[nH]c1=O)N/N=C/C=C\c1ccccc1	-6	7	-7	-0.6	6	2	2.0	4	-2
O=C(O)CSC(=S)N1CCCCC1	15	-4	-3	-1.4	-4	-2	1.0	2	-6
COc1ccc(OC)c(S(=O)(=O)NCc2cn3c(C)csc3n2)c1	-15	-8	-7	-1.6	-2	6	-0.1	-3	-7
Cc1cccc(NS(=O)(=O)c2ccc(C(=O)NCC(c3ccco3)N3CCCCC3)cc2)c1C (centres undefined)	8	11	1	-0.3	2	1	-1.8	-6	5
O=C(NN1C(=O)C2C(C1=O)C1C=CC2C12CC2)c1cccc(Cl)c1 (centres undefined)	3	-2	-4	0.4	6	2	0.7	-1	-4

Compound activity: PubChem, several laboratories
